# SSB-PriA inh: K. pneumoniae PriA-SSBct interaction inhibition; AlphaScreen SSBct-PriA binding, biotinylated peptide; inhibition, % at 33 µM; actives 0.6% (n = 430,000); AID 1272365; in the data active = inhibition mostly above about 37%, no sharp cut-off; inactive = mostly below about 20%;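 note: plate controls were negative control peptide for no effect and reference peptide for full effect; strong numbers were not always called active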
# The depositor's hits bear a star; & = joins results of further samples. These rows are one share of the data. The share of hits here may be higher or lower than overall.
structure | SSB-PriA inh
Cc1nonc1CN | -10.0
Cc1cc(NC(=O)c2ccccc2F)n(-c2ncnc3c2cnn3-c2cccc(C)c2C)n1 | -2.0
O=C(c1ccc(Br)cc1)c1ccc(N2CCOCC2)c([N+](=O)[O-])c1 | 81.8*
CCOC(=O)c1oc2ccccc2c1NC(=O)c1cccc(Cl)c1 | -8.0
O=C(O)c1csc(-n2cccc2)n1 | -14.0
CCc1c2c(nc3sc(C(=O)c4ccc(Cl)c(Cl)c4)c(N)c13)CC(C)(C)CC2=O | -2.0
COC(=O)C1=C(C(=O)OC)[C@@H]2N(Cc3ccccc3)c3ccccc3[C@@]23C[C@@H](C(=O)OC)N(C(=O)C2CCC2)C3=N1 | -5.3
Cc1nc(Cl)c2c3c(sc2n1)CCCC3 | -2.0
CCOC(=O)CSc1ncc(-c2ccc(OC)cc2)n1-c1ccccc1C | 53.0*
NC1=NS(=O)(=O)c2ccccc21 | -35.0
COc1ccc(C(=O)NN=C(C)c2ccccn2)cc1OC | 83.3*
COc1cccc(CNC(=O)C2(c3cccs3)CCCC2)c1 | -21.0
O=C(Cc1ccccc1)Nc1ncc(Cc2ccccc2)s1 | 11.0
Cc1nc(N2CCC(NC(=O)Cc3ccc4c(c3)OCO4)CC2)cc(C(F)(F)F)n1 | 5.0
C=CCN(CC=C)S(=O)(=O)c1ccc(C(=O)Nc2cccc(-c3nc4ccccc4[nH]3)c2)cc1 | 15.0
O=C(CSCc1ccccc1)NCCc1csc(-n2cccn2)n1 | -22.0
CN(C)CCNC(=O)C(=O)NCC(c1ccc(N(C)C)cc1)N1CCc2ccccc2C1 (stereo not drawn) | 31.0
COC(=O)c1scc(-c2ccc(C)cc2)c1S(=O)(=O)Nc1cc(C)c(Cl)cc1OC | 8.0
CNC(=O)c1c(NC(=O)COc2ccc(Cl)cc2)sc(C)c1C | -14.0&-6.0
CSc1ncccc1C(=O)N1CCC(CNC(=O)C2CC(=O)N(c3ccc(C)c(C)c3)C2)CC1 (stereo not drawn) | 2.0
OCc1nc(-c2ccccn2)cs1 | 39.3
CCc1ccc(NC(=O)CSc2nc3c(sc(=S)n3-c3ccccc3C)c(=O)[nH]2)cc1 | 10.0
Cc1cccc(C(N)=NOC(=O)c2ccoc2C)c1 | -0.3
Cn1nc2c(c1NC(=O)C1CCCN1S(=O)(=O)c1ccc(F)cc1)CCC2 (stereo not drawn) | -10.0
C=CCN1C(=O)C(Cc2ccc(C)cc2)SC1=NN=Cc1ccco1 (stereo not drawn) | -10.4
CCCCOc1ccc(C(=O)Nc2nc3c(s2)CCCC3)cc1 | 9.0
CC(C)(Oc1ccc(Cl)cc1)C(=O)N1CCN=C1SCc1cccc(F)c1 | -34.0
COc1ccc(-c2noc(Cn3nc(-c4ccc(C(C)C)cc4)ccc3=O)n2)cc1OC | -2.0
COCCn1c(C)cc(O)c(C(c2cccc(Cl)c2)N2CCN(c3ccc(F)cc3)CC2)c1=O (stereo not drawn) | 11.0
C=CCNC(=S)Nc1ccc(O)cc1 | -7.0

# By substructure, those above with a Cl atom.
structure | SSB-PriA inh
CCOC(=O)c1oc2ccccc2c1NC(=O)c1cccc(Cl)c1 | -8.0
CCc1c2c(nc3sc(C(=O)c4ccc(Cl)c(Cl)c4)c(N)c13)CC(C)(C)CC2=O | -2.0
Cc1nc(Cl)c2c3c(sc2n1)CCCC3 | -2.0
COC(=O)c1scc(-c2ccc(C)cc2)c1S(=O)(=O)Nc1cc(C)c(Cl)cc1OC | 8.0
CNC(=O)c1c(NC(=O)COc2ccc(Cl)cc2)sc(C)c1C | -14.0&-6.0
CC(C)(Oc1ccc(Cl)cc1)C(=O)N1CCN=C1SCc1cccc(F)c1 | -34.0
COCCn1c(C)cc(O)c(C(c2cccc(Cl)c2)N2CCN(c3ccc(F)cc3)CC2)c1=O (stereo not drawn) | 11.0

# Next part:
structure | SSB-PriA inh
O=C(O)c1ccnc2cccnc12 | 5.0
O=C(NCc1ccco1)c1cccn1Cc1nc(-c2ccccc2)no1 | -5.0
COc1cccc2c(SCC(=O)NN=Cc3ccc(O)cc3O)cc(C)nc12 | -1.7
CN(C)CCNc1nc2c(F)cccc2s1 | 21.0
O=S(=O)(NCc1cnn2ccccc12)c1ccc2c(c1)OCCO2 | -2.0
Cc1c(C(=O)N2CCCSCC2CN2CCCCC2)cnn1-c1ccccc1 (stereo not drawn) | -1.0
Cc1ccc(S(=O)(=O)N2CCC[C@@H]2CNC(=O)c2cccs2)cc1 | 1.0
CCOc1ccc(N2C(=S)NC3c4cc([N+](=O)[O-])ccc4OC2(C)C3C)cc1 (stereo not drawn) | 3.0
O=C(/C=C/c1ccccc1)N1CCN(C(=O)/C=C/c2ccccc2)CC1 | -3.0
Cn1c(=O)c2c(SCC(=O)Nc3nccs3)nc(-c3ccc([N+](=O)[O-])cc3)nc2n(C)c1=O | -18.0
Cn1c(=O)oc2ccc(S(=O)(=O)NCC3CCN(c4nccnc4C#N)CC3)cc21 | 5.0
CCN(CC)CCN(C(=O)CCCSc1ccccc1)c1nc2c(F)cc(F)cc2s1 | -3.0
O=C(NC1CCC(Oc2ccccn2)CC1)c1ccno1 (stereo not drawn) | -5.0
O=C(CSc1nnc2n1CCN2c1ccccc1)NCc1ccc2c(c1)OCO2 | -6.0
Cc1onc(-c2ccccc2Cl)c1C(=O)N1Cc2cnc(N3CCOCC3)nc2C1 | 4.0
CO[C@@H](CNC(=O)C(=O)Nc1ccccc1SC)c1ccccc1Cl | -17.0
Cc1noc(-c2ccc3nccnc3c2)n1 | 41.0*
O=C(/C=C/c1ccc(-c2nc3ccccc3s2)o1)c1cccs1 | 4.0
O=C(Nc1ncccc1O)C1CCN(c2ccc(-n3cncn3)nn2)CC1 | 6.0
Cc1cc(C)c(S(=O)(=O)N2CCCCC2CCNC(=O)C(=O)Nc2ccccc2C)c(C)c1 (stereo not drawn) | 5.0
O=C(OC1CN(c2nc3c(F)cc(F)cc3s2)C1)c1cnc2ccccc2n1 | -13.0
CCN1C(=O)Cc2cc(NS(=O)(=O)c3cccc(C)c3)ccc21 | 9.0
CSc1ccccc1NC(=O)C1CN(S(=O)(=O)C2CC2)C1 | -7.0
CN(N=Cc1cccnc1)c1cnc2ccccc2n1 | -12.7
COc1ccc2cc(C(=O)N3CC(c4nc(-c5cccc(C(F)(F)F)c5)no4)C3)[nH]c2c1 | -13.0
Cc1nnc(SCC(=O)Nc2cccc(Cl)c2)c2c1cnn2-c1ccc(F)cc1 | -4.0
COc1ccc(NC(=O)CN2CCC(C(=O)NCc3cccs3)CC2)c(OC)c1 | -5.0
O=C1CSC(=S)N1N=C/C=C/c1ccccc1 | -3.9
Cn1cc(C(=O)NCCn2ccc(-c3ccsc3)n2)nn1 | -9.0
Cc1cc(NC(=O)C(=O)NCCN2CCOCC2)c2ccccc2n1 | 2.0

# Later entries
canonical_smiles,SSB-PriA inh
O=C(NCc1ccc(C(=O)c2ccsc2)s1)c1cc(-c2ccccc2)on1,-5.0
CC(C)CS(=O)(=O)NCc1ccc(C(=O)c2ccccc2)s1,-13.0
COc1ccc([C@H]2CCCCN(C(=O)c3cc(-c4cccs4)nn3C)C2)cc1,10.0
CC1Oc2ccccc2OC1C(=O)Nc1nc(-c2ccncc2)cs1 (stereo not drawn),1.0
COc1ccc(-n2nnc(C(=O)OCc3ccccc3F)c2C)cc1Cl,-9.0&2.0
COc1ccc(/C(Cl)=C(\C=N/O)c2ccc(OC)cc2)cc1,-1.0
Cc1c(C(=O)Nc2cccc([C@H](C)O)c2)nnn1-c1cccc(Cl)c1,-7.0
COc1ccc(S(=O)(=O)Nc2ccc3c(c2)N(CCC(C)C)C(=O)C(C)(C)CO3)cc1OC,8.0
COCCn1nnn(-c2ccc(NC(=O)NCCCc3ccccc3)cc2)c1=O,-24.0
CCCCOc1ccc(C(=O)Nc2ccc3c(c2)N(C)C(=O)C(C)(C)CO3)cc1,23.0
COc1cccc(C(=O)NCCCn2nc(-c3cccnc3)ccc2=O)c1OC,-2.0
CC(C)OC(=S)NC(=NS(=O)(=O)c1ccccc1)c1ccccc1,-12.6
Cn1nc(C2CCN(C(=O)c3cnc4ccccc4n3)CC2)n(C2CC2)c1=O,-15.0
CS(=O)(=O)NCC1CCC(C(=O)Nc2cccnc2)CC1 (stereo not drawn),-19.0
O=C(Nc1ccccc1C(=O)NN=Cc1ccncc1)c1ccccc1,-15.4
O=C(NC[C@@](O)(c1ccccc1)C1CC1)c1ccc(F)cc1Cl,-9.0
COCCn1c(CO)nc2ccccc21,-9.0
COc1ccc(N2C(=O)C(O)=C(S(=O)(=O)c3ccc(C)cc3)C2c2ccc(F)cc2)cc1 (stereo not drawn),2.0
COc1ccc(Br)cc1C=NNC(=O)c1cccnc1,-9.9
CCCCCNC(=O)C(=O)c1c[nH]c2ccccc12,6.0
CCOc1ccccc1NC(=O)NCC1CCN(c2ccccn2)CC1,-6.0
O=C(Cc1cccc2ccccc12)NN=Cc1ccc(F)cc1,-4.3
CCc1cc(C(Cc2ccccn2)=NO)c(O)cc1O,9.4
O=C(Nc1sc2c(c1-c1nc3ccccc3s1)CCCC2)C1CCCN1S(=O)(=O)c1cccs1 (stereo not drawn),-28.0&14.0
O=c1[nH]c2ccccc2c(=O)n1CCc1nc(-c2ccc(F)cc2)no1,-8.0
Cc1sc(NC(=O)c2ccc3ncsc3c2)c(C#N)c1C,-3.0&5.0
CCCCOc1ccccc1-c1cc2c(SCC(=O)Nc3ccc(C)c(F)c3)nccn2n1,-12.0
CCc1nnc2ccc(N3CCN(S(=O)(=O)c4cccc(C(F)(F)F)c4)CC3)nn12,4.0
CCOc1coc(C(=O)Nc2cccc(F)c2)cc1=O,-21.0
O=C(NNC(=O)c1cccn(Cc2cccc(F)c2)c1=O)NC1CCCCC1,-11.0
COC(=O)c1ccc(C(=O)Nc2cccc3c2C(=O)N(C)C3=O)cc1,9.0
O=C(Nc1nc2ccc(Cl)cc2s1)c1ccc2c(c1)OCCO2,7.0
O=C(C1Cc2ccccc2CO1)N1CCCC(Oc2cccnn2)C1 (stereo not drawn),-15.0
COc1cccc(-c2ccc(=O)n(CCCC(=O)Nc3nc4ccccc4s3)n2)c1,-1.0
Nn1c(SCC(=O)Nc2ccccc2F)nnc1-c1ccccc1,9.0
CCOC(=O)c1cn2c3c(cccc3c1=O)CCC2,21.0
O=C(Nc1nc(-c2cc(Cl)sc2Cl)cs1)c1ccc(Br)cc1,0.0
O=S(=O)(Cc1cccc(Cl)c1)NCCC(O)C1CC1 (stereo not drawn),-15.0
CCNC(=S)N=C(Nc1ccc(OC)cc1)Nc1nc(C)cc(C)n1,-2.4
O=C(COc1ccc(Cl)cc1Cl)N1CCC(CN2C(=O)c3cccc4cccc(c34)C2=O)CC1,11.0
O=C(c1cc2ccccc2o1)N(CCn1cccn1)c1nc2c(Cl)cccc2s1,-8.0
O=C(Nc1nc2c(s1)-c1cccc3cccc-2c13)c1ccc(Cl)s1,11.0
Cc1nc(OC(C)C)cc(N2CCNCC2)n1,-5.0
Cc1ccc(Cn2cc(-c3noc(C(=O)Nc4ccc(F)c(Cl)c4)n3)nn2)cc1,-11.0
CCOc1ccc(-c2cc(=O)n(CC(=O)Nc3ccccc3C(N)=O)cn2)cc1,-11.0
Cc1cccc(C=NNC(=O)c2cc(-c3cccnc3)nc3ccccc23)c1,8.7
Cc1cc(Br)c(S(=O)(=O)N2CCC(C(N)=O)CC2)cc1C,-8.0
CCCCn1c(NS(=O)(=O)c2ccccc2)c(S(=O)(=O)c2ccccc2)c2nc3ccccc3nc21,63.6*
O=C(Cc1ccc2c(c1)OCO2)N1CCCCC1,-1.0
CCOC(=O)N1CCN(C(=O)Cc2c(C)nc(SCc3ccccc3F)[nH]c2=O)CC1,-3.0

# Pulled by compound from the list above:
canonical_smiles,SSB-PriA inh
O=C(Cc1ccc2c(c1)OCO2)N1CCCCC1,-1.0
CCCCn1c(NS(=O)(=O)c2ccccc2)c(S(=O)(=O)c2ccccc2)c2nc3ccccc3nc21,63.6*

# Other results
canonical_smiles,SSB-PriA inh
Cn1c(N=Cc2cc(Cl)ccc2O)nc2ccccc21,3.7
O=C(NN=Cc1ccoc1)c1ccccc1F,-0.5
O=C(Cc1cc(=O)[nH]c(SCc2ccc(F)cc2)n1)Nc1ccc(Cl)c(Cl)c1,-18.0
CCOC(=O)C(C#N)=C1C=C(C)N(c2ccc(OC)cc2[N+](=O)[O-])C(C)=C1,1.0
CSc1ccc2nc(N(Cc3cccnc3)C(=O)c3ccc(C(=O)c4ccccc4)cc3)sc2c1,-18.0&-4.0
COCc1cc(C=NNC(=O)c2ccc(Cl)cc2)ccc1OC,-1.0
Cc1ccc(NC(=O)CCCn2nc(-c3ccco3)ccc2=O)cc1F,-11.0
COc1cccc(CSc2nc(CC(=O)Nc3nnc(C)s3)cc(=O)[nH]2)c1,-15.0&7.0
Cn1nc(C2CCN(C(=O)c3cc(-c4ccccc4)on3)CC2)n(-c2ccccc2)c1=O,-3.0
CCOc1ccccc1NC(=O)c1nnn(-c2ccccc2)c1-c1ccco1,-34.0
NNC1CCS(=O)(=O)C1 (stereo not drawn),-1.0
CCCCCCCCCCCCc1ccc(O)c2ncccc12,32.9
CC(C=NNC(=O)COc1ccccc1C)=NNC(=O)COc1ccccc1C,-2.2
NC(=O)c1c(NC(=O)CCCSc2ccc(Cl)cc2)sc2c1CCC2,14.0
COc1cc(C)c(C)cc1S(=O)(=O)N(CCc1cccs1)Cc1ccco1,1.0
Cc1ccc(N2CC(NC(=O)N3CCn4cccc4C3c3ccccc3F)CC2=O)cc1 (stereo not drawn),0.0&11.0
COc1cccc(C(=O)Nc2nnc(Cc3ccc(S(=O)(=O)C(C)C)cc3)o2)c1,-3.0&-1.0
CSCC[C@](C)(O)CNC(=O)C(=O)Nc1ccc2c(c1)OCCO2,-13.0
CCCN1CCCc2ccc(N)cc21,129.9*
CC1=C(C(N)=O)[C@H](c2ccc(OC(F)F)cc2)n2ncnc2N1,-2.0
Cc1ccc(NC(=O)CC2SC(=NN=C/C=C/c3ccccc3)NC2=O)cc1Cl (stereo not drawn),-21.1
COc1cccc(C(CNC(=O)C(=O)Nc2cc(C)on2)N2CCOCC2)c1 (stereo not drawn),-11.0
COc1cc(Cl)ccc1S(=O)(=O)n1cnc2cc(C)c(C)cc21,-21.0

# Source: PubChem BioAssay (Small Molecule Screening Facility, UW Madison)
